# Source: PubChem
# PREPL inh – inhibits the human prolyl oligopeptidase-like enzyme; inhibition, % at 5.96 µM; Q4J6C6; AID 2751; actives 0.68% (n = 320,000); recombinant PREPL, fluorescence polarization activity-based probe; in the data active means inhibition above about 43%;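 further: 0% = enzyme with DMSO and 100% = wells lacking enzyme; many of its hits are not listed in these tables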
# GSTO1 counter – blocks human GSTO1 in RBBP9 counter-screen; P78417; recombinant GSTO1, activity-based probe fluorescence polarization; inhibition, % at 5.96 µM; actives 1.1% (n = 300,000);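 active means inhibition above the campaign mean inhibition plus 3 SD, cut at about 35% in these data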;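 further: 0% = GSTO1-1 with DMSO and 100% = wells lacking GSTO1-1 enzyme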
# Target sequence (P78417 whole entry, looked up): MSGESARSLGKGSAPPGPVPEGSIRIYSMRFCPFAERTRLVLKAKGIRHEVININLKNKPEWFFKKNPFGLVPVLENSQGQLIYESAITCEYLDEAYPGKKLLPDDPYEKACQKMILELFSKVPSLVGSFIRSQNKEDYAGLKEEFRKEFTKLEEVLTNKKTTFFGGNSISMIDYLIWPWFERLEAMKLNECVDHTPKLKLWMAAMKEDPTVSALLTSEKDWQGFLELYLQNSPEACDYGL
# pPAFAH FP inh – inhibitors of human plasma PAF acetylhydrolase (pPAFAH); recombinant pPAFAH, FP-rhodamine probe fluorescence polarization; actives 1.5% (n = 330,000); Q13093; inhibition, % at 3.39 µM;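 active means inhibition above the mean inhibition across the screen plus 3 SD, cut at about 25% in these data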;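 further: inhibitors block binding of the rhodamine activity-based probe so polarization drops; 0% = enzyme with DMSO and 100% = wells lacking pPAFAH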
# LYPLA1 counter – counter-screen for PME1 inhibitors: inhibitors of human LYPLA1. inhibition, % at 5.9 µM. actives 0.16% (n = 320,000). recombinant LYPLA1, FP-Rh probe fluorescence polarization. O75608;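 active means inhibition above the mean of all tested compounds plus 3 SD, set per campaign, cut at about 14% in these data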;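 further: inhibitors block serine hydrolase probe labeling of LYPLA1 so polarization falls; 0% = enzyme with DMSO and 100% = wells lacking LYPLA1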
# Target sequence (O75608 whole entry, looked up): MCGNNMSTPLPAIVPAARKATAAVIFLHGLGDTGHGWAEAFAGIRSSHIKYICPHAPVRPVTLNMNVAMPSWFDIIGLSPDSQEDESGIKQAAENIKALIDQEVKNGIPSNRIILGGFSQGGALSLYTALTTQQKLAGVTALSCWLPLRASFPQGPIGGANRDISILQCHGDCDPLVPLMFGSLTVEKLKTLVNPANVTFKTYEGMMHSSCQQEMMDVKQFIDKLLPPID
# PAFAH1B2 FP inh – PAFAH1B2 (human) inhibition. P68402. recombinant PAFAH1B2, FP-rhodamine activity probe, fluorescence polarization. inhibition, % at 3.39 µM. actives 1.2% (n = 340,000). AID 492953;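 active means inhibition above the mean of all tested compounds plus 3 SD, cut at about 24% in these data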;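 further: 0% = enzyme with DMSO and 100% = wells lacking PAFAH1B2; many of its hits are not listed in these tables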
# Target sequence (P68402 whole entry, looked up): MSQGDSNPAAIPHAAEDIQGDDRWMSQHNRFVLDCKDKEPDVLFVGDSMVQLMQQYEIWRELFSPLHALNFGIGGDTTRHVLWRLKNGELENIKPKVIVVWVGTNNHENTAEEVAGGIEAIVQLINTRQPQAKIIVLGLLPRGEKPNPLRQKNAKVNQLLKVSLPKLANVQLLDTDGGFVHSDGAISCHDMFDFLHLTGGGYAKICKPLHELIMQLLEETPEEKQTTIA
# LYPLA2 counter – counter-screen for PME1 inhibitors: inhibitors of human LYPLA2; recombinant LYPLA2, FP-Rh probe fluorescence polarization; inhibition, % at 5.9 µM; actives 0.38% (n = 320,000); AID 2177;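 active means inhibition above the screen-wide mean plus 3 SD, limit set per campaign, cut at about 26% in these data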;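 further: 0% = LYPLA2 with DMSO and 100% = wells lacking LYPLA2 enzyme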
# PAD4 FP inh – inhibitors of human PAD4; recombinant PAD4, RCA probe fluorescence polarization; inhibition, % at 6.36 µM; actives 0.41% (n = 330,000);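 active means percent inhibition above a cutoff equal to the mean of all tested compounds plus 3 SD, cut at about 15% in these data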;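 further: 0% = PAD4 with RCA probe and DMSO and 100% = probe without PAD4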
# PAFAH1B3 inh – inhibitors of human PAFAH1B3; recombinant PAFAH1B3, FP-rhodamine probe, fluorescence polarization; actives 0.28% (n = 340,000); inhibition, % at 3.39 µM; Q15102;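 active means inhibition above the screen-wide average of all tested compounds plus 3 SD, cut at about 25% in these data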;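 further: 0% = enzyme with DMSO only and 100% = wells lacking PAFAH1B3 protein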
# Target sequence (Q15102 whole entry, looked up): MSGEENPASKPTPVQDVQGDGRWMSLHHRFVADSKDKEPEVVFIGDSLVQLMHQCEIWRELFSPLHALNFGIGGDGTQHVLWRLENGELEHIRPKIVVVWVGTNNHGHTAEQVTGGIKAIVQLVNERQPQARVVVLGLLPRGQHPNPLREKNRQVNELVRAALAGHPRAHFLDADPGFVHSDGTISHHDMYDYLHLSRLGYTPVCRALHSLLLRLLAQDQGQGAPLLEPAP
# PAFAH2 inh – PAFAH2 (human) inhibition. Q99487. recombinant PAFAH2, FP-rhodamine activity probe, fluorescence polarization. inhibition, % at 3.39 µM. actives 0.99% (n = 340,000). AID 492956;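 active means inhibition above the mean over all tested compounds plus 3 SD, cut at about 30% in these data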;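 further: inhibitors block probe labeling of enzyme so polarization drops; 0% = enzyme with DMSO and 100% = wells lacking PAFAH2 protein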
# * = called active by the depositor; nt = no result given.
SMILES,PREPL inh,GSTO1 counter,pPAFAH FP inh,LYPLA1 counter,PAFAH1B2 FP inh,LYPLA2 counter,PAD4 FP inh,PAFAH1B3 inh,PAFAH2 inh
Clc1ccc(Cc2ccc(Cl)nn2)c(Cl)c1,15.5,-2.5,2.1,2.8,5.7,1.5,3.4,4.5,-1.4
Cc1cccc(NC(=S)NNC(=O)c2ccc(Br)o2)c1,-5.0,1.3,5.0,0.4,12.8,0.8,3.1,-0.5,2.6
COc1ccc2cc(C)c(SCC(=O)Nc3cc(C)on3)nc2c1,2.3,0.3,1.9,-1.1,3.1,2.3,-1.5,6.6,-3.9
Cc1cccc(OCC(O)Cn2ccnc2C)c1 (centres undefined),-5.2,0.1,0.3,-1.9,-3.0,0.0,-2.3,3.0,-4.5
CCCNC(=O)COc1coc(CN2CCN(c3ccccc3)CC2)cc1=O,13.8,9.5,1.9,-0.2,1.9,5.1,2.4,0.2,1.0
COc1cc(C)nc(N2CCC(C(=O)NC3CCCCC3)CC2)n1,-16.2,2.1,4.5,3.3,-1.2,10.9,2.6,1.3,3.0
Nc1c([N+](=O)[O-])c(=O)sc2ccccc12,4.0,2.6,-0.9,-2.0,nt,-6.9,2.9,nt,nt
Cc1c(C(=O)OCC(=O)N2CCC(C)CC2)oc2ccccc12,8.6,-3.9,9.2,3.4,-2.8,9.5,-1.9,0.4,-0.1
CN(Cc1ccccc1F)C(=O)CN1CCN(S(=O)(=O)c2ccc3c(c2)OCCCO3)CC1,19.1,nt,-1.5,1.4,4.4,0.9,1.1,-4.0,-2.8
COc1ccc(C)cc1S(=O)(=O)N1CCc2ccccc2C1,-9.6,2.7,2.0,1.0,2.9,1.4,5.0,-0.5,-6.8
COc1cccc(NC(=O)Cn2c3ccccc3c3nc4n(c(=O)c32)CCCS4)c1,13.0,0.6,11.2,-2.6,6.4,4.9,-4.7,2.0,0.2
COc1ccc(S(=O)(=O)Nc2cccc3c2O[C@H](CN(C)CC2CCCCC2)[C@@H](C)CN([C@H](C)CO)C3=O)cc1,25.9,nt,3.1,nt,5.0,nt,0.8,11.0,9.0
COc1ccc2c(c1)-c1c(sn(-c3ccc(OC)c(OC)c3)c1=S)C(C)(C)N2,6.8,-27.0,12.8,-0.5,2.0,10.6,-3.7,2.3,5.2
COc1cc(C2C(C(=O)N3CCOCC3)=C(C)NC3=C2C(=O)CCC3)ccc1OC(C)=O (centres undefined),16.5,8.2,-0.1,2.3,3.4,4.6,8.0,5.7,3.9
CC(=O)Nc1ccc(S(=O)(=O)NCCC(=O)N2CCc3ccccc32)cc1,1.9,5.8,-2.6,1.0,-0.7,-0.4,-9.9,3.2,-4.2
CCCn1nnnc1-c1cccc(Cl)c1,16.2,2.1,2.1,-3.2,1.5,1.1,1.6,12.9,-0.5
O=C(C[C@H]1C[C@H](C(=O)N2CCOCC2)[C@@]2(CCC3CCCC3)c3[nH]c4ccc(Cl)cc4c3CCN2C1=O)NCCc1ccccn1,nt,nt,5.1,nt,0.5,nt,0.6,4.8,1.2
COC(=O)c1ccc(NC(=O)CCC(=O)c2ccc(F)cc2)cc1,-4.4,-5.2,8.4,1.2,2.3,0.4,-2.9,11.0,-5.8
CC1CCCC(C)N1/N=C/c1ccc(N(C)C)cc1 (centres undefined),-2.1,3.1,-1.4,-0.6,2.5,2.7,0.5,4.8,38.5*
Cc1nc2sc(-c3ccccc3)cc2c(=O)[nH]1,-9.1,2.8,3.3,-3.8,9.1,-1.7,-0.5,7.4,-2.1
CC(=C/c1ccccc1)/C=N/N1CCN(Cc2ccc(C)cc2)CC1,5.8,3.8,0.3,6.3,0.2,4.2,1.9,-0.9,7.1
Cc1ccc(C(=O)C2=C(O)C(=O)N(CCCn3ccnc3)C2c2ccc(OC(C)C)cc2)o1 (centres undefined),13.1,17.4,3.0,-4.8,-0.4,-1.6,-2.4,-8.1,-2.2
COc1ccccc1NC(=O)CC(=O)CSc1nnc(-c2ccc(C)cc2)n1C,2.1,-1.6,8.4,-8.4,2.7,4.5,-2.4,-8.7,7.9
Cc1c(C(=O)Nc2ccc(C(=O)Nc3ccccc3)cc2)cccc1[N+](=O)[O-],-7.0,-4.4,4.0,-1.1,1.1,6.8,-2.3,-6.2,11.6
COc1ccc(-n2nc(C(=O)Nc3nc4ccc(OC)cc4s3)c3ccccc3c2=O)cc1,-1.9,-0.7,-1.9,3.0,9.7,-0.3,1.1,-1.3,-0.7
COc1ccc(S(=O)(=O)Nc2cccc3c2O[C@H](CN(C)S(=O)(=O)c2ccc(OC)cc2)[C@@H](C)CN([C@H](C)CO)C3=O)cc1,9.7,nt,3.8,nt,6.7,nt,-1.3,11.1,9.2
CC(=O)c1ccc(NC(=O)COc2ccc3c(c2)OCO3)cc1,-0.9,-1.4,3.9,-0.4,3.2,-2.0,-0.3,1.0,4.5
CCOc1ccc(N(CC(=O)O)S(=O)(=O)c2cccnc2)cc1,8.0,4.6,3.6,-0.3,1.1,-7.0,8.8,5.8,-1.6
COC(=O)c1cc2c(ccn2-c2ccc(F)cc2)n1CC(=O)N1CCN(C(=O)c2ccco2)CC1,5.7,-0.5,4.0,-1.2,3.5,-5.4,3.1,12.1,11.2
COc1ccccc1Sc1nc(-c2ccccn2)ncc1OC,38.7,4.9,-0.1,0.4,5.1,-3.1,3.9,1.6,1.0

# Compound profiles, as listed above. Order of values: PREPL inh, GSTO1 counter, pPAFAH FP inh, LYPLA1 counter, PAFAH1B2 FP inh, LYPLA2 counter, PAD4 FP inh, PAFAH1B3 inh, PAFAH2 inh
# Entry for COc1cc(C2C(C(=O)N3CCOCC3)=C(C)NC3=C2C(=O)CCC3)ccc1OC(C)=O (centres undefined) = 16.5, 8.2, -0.1, 2.3, 3.4, 4.6, 8.0, 5.7, 3.9
# Entry for O=C(C[C@H]1C[C@H](C(=O)N2CCOCC2)[C@@]2(CCC3CCCC3)c3[nH]c4ccc(Cl)cc4c3CCN2C1=O)NCCc1ccccn1 = nt, nt, 5.1, nt, 0.5, nt, 0.6, 4.8, 1.2
# Entry for CCOc1ccc(N(CC(=O)O)S(=O)(=O)c2cccnc2)cc1 = 8.0, 4.6, 3.6, -0.3, 1.1, -7.0, 8.8, 5.8, -1.6

# Continuation:
SMILES,PREPL inh,GSTO1 counter,pPAFAH FP inh,LYPLA1 counter,PAFAH1B2 FP inh,LYPLA2 counter,PAD4 FP inh,PAFAH1B3 inh,PAFAH2 inh
Cc1ccccc1OCCN1CCCC1,-5.1,4.0,1.9,-0.1,2.8,0.6,-1.4,5.3,2.1
CSc1cccc(NC(=O)c2ccccc2N(C)S(C)(=O)=O)c1,-0.4,4.4,-0.8,4.9,-0.7,6.0,0.1,6.1,1.9
COc1ccc(C(=O)Oc2cccc(Nc3ncnc4ccccc34)c2)cc1OC,2.2,-7.3,2.9,15.7*,-4.9,5.8,-2.2,-2.9,-8.6
CCN1CCCC1CNC(=O)CN1C(=O)COc2ccc(C)cc21 (centres undefined),-5.6,1.4,-5.3,-1.6,1.2,2.7,-2.3,0.2,-3.5
CCOC(=O)c1sc(C)c2c1NC1(CCCCC1)NC2=O,-9.2,5.0,5.6,0.9,0.9,0.7,-2.0,-1.5,-0.9
Cc1ccc(C(=O)OC/C(O)=C(\C#N)c2nc3ccccc3[nH]2)cc1S(=O)(=O)N1CCOCC1,14.5,15.7,7.5,-4.0,5.0,-0.8,-2.2,2.8,7.3
C#Cc1ccc([C@@H]2C=C(C(=O)O)O[C@H](OCCCCO)C2)cc1,-3.7,4.3,-1.1,-3.9,3.3,-6.0,-1.7,-3.5,0.3
COc1ccccc1CNC(=O)C(CCSC)NS(=O)(=O)c1ccc2c(c1)oc(=O)n2C (centres undefined),13.3,-3.3,-3.0,-1.0,1.8,1.7,4.6,-1.2,4.5
c1ccc(COc2cccc(CNCc3ccccn3)c2)cc1,15.5,1.5,0.5,-4.2,0.8,-2.9,-3.2,15.9,12.1
COCCNC(=O)Cn1cc(C(=O)c2ccco2)c2ccccc21,-0.5,-0.3,1.8,-4.8,0.6,-2.9,-4.0,1.4,-1.8
O=C(CCCc1ccccc1)NC1CCSC1=O (centres undefined),-1.4,-1.4,1.5,-3.9,7.0,2.9,0.9,7.5,-1.1
Nc1cc(=O)nc(SCC(=O)Nc2ccccc2)n1-c1ccccc1,8.3,-1.5,10.2,1.6,3.4,-2.3,0.0,4.5,-4.5
O=C1CCNCCN1[C@H](CO)c1ccccc1,-7.9,3.9,1.2,-0.2,-0.2,-1.4,0.6,1.6,-2.0
Cc1c(C(=O)NCCN2C(=O)S/C(=C\c3cccs3)C2=O)cccc1[N+](=O)[O-],0.0,4.6,-6.2,-7.3,3.2,-11.5,-6.4,5.2,-7.4
CCN(C(=O)CSc1nnc(-c2cccs2)n1CC)C1CCS(=O)(=O)C1 (centres undefined),-3.2,5.6,1.3,2.4,-0.9,1.2,5.0,6.5,1.4
COc1ccc(OC)c(NC(=O)c2ccc(NS(=O)(=O)c3c(C)noc3C)cc2)c1,1.9,5.4,5.8,-1.3,2.5,2.0,-1.4,-0.1,-5.4
Cc1ccc(NC(=O)C(=O)c2ccc(C)cc2)cc1,-4.8,-5.8,6.5,2.4,0.5,-1.3,0.7,2.6,2.9
CCC1(C)CC(c2csc(N)n2)CCO1 (centres undefined),4.0,5.4,1.0,-6.2,1.4,-0.9,-3.5,2.3,-7.1
O=C(C1CCCN(Cc2cccc(F)c2)C1)N1CCCCC1 (centres undefined),-8.1,0.8,10.7,-0.3,-5.3,-0.4,-4.0,0.9,-7.1
COCc1c(C(=O)OCc2c(C)noc2C)oc2ccccc12,11.8,0.6,-4.5,-1.2,-1.2,-2.1,-4.5,4.5,-5.3
O=C(NCc1ccccc1)c1sc(=S)n2c1[nH]c(=O)c1ccccc12,17.9,-71.5,33.9*,-3.3,53.6*,5.1,-5.2,31.4*,42.3*
CCCOP(=O)(c1ccc(N(C)C)cc1)C(O)c1ccc(N(C)C)cc1 (centres undefined),11.5,-1.4,2.0,-0.4,-4.2,-0.8,-5.6,10.7,-1.6
O=C(O)Cc1c(-c2ccccc2)c2cc(Cl)ccc2[nH]c1=O,-2.8,4.7,-2.9,-1.8,7.5,0.9,1.3,9.6,9.3
O=C(NCc1ccccc1)N[C@@H](Cc1c[nH]c2ccccc12)C(=O)O,4.1,-2.6,-4.2,-0.6,8.6,4.4,3.4,7.3,1.6
Cc1nnc(NC(=O)/C=C/c2ccco2)s1,7.8,4.4,-1.0,-0.7,-6.8,-3.5,-4.0,10.5,-0.2
CC(C)c1ccc(C(=O)NC(=S)Nc2ccc3[nH]c(=O)[nH]c3c2)cc1,11.9,-13.4,4.6,-2.5,2.2,0.8,0.0,2.4,1.7
CCN(C(=O)CN1C(=O)NC(c2ccccc2)(c2ccccc2)C1=O)c1ccccc1,-2.7,2.8,0.2,-5.0,3.8,-7.1,-1.8,2.5,0.6
Cc1ccc(S(=O)(=O)CC(=O)Nc2cccc(C)n2)cc1,-6.2,3.4,-2.2,0.7,6.2,-3.4,-4.1,1.4,1.2
N#CCc1ccc(OC(=O)c2cccnc2Cl)cc1,-3.3,-3.6,-3.7,-1.9,9.1,0.7,9.3,5.2,5.1
CC1=C(C(=O)OC(C)C)C(c2cccnc2)n2ncnc2N1 (centres undefined),-6.4,8.2,0.8,5.0,5.2,3.7,0.7,2.7,8.1
O=C(CCCN1C(=O)S/C(=C\c2ccccc2)C1=O)NNC(=O)c1ccccc1O,13.7,1.1,4.4,1.8,18.9,4.2,8.6,4.2,17.2
Cc1cccc(N2CCN(S(=O)(=O)c3ccc4c(c3)CCCN4C(=O)C3CCC3)CC2)c1C,-87.7,4.2,3.8,2.6,1.1,4.1,1.4,-3.0,-3.4
Cc1nnsc1C(=O)Nc1cccc(Cl)c1C,-5.0,-2.0,1.7,-1.0,3.1,-1.8,-3.1,4.5,2.5

# A portion of the library, so the mix of outcomes need not match the whole.
